HT1080NT lethal: kills 2HG-producing HT-1080-NT fibrosarcoma cells; HT-1080-NT fibrosarcoma viability, CellTiter-Glo ATP luminescence, 48 h; Potency, µM (highest dose often 46.1 µM), inactives show at the highest dose activity, negative = less viability, usual class: cytotoxic; hit rate 1.6% among 360,000; AID 686970;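 also: NT is the 2HG producing partner of a matched IDH1 knockdown line; potency is read from the fitted curve at half-maximal effect; 0% = DMSO-treated cells and -100% = media-only wells without cells; nearly all actives have a fitted effect of over 55% in size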
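Fibrosarcoma NT cells, 750 per well in 5% FBS RPMI, were exposed to compound for 48 hours. Viability: CellTiter-Glo luminescence.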
DRD3 agonist: agonists of human D3 dopamine receptor; P35462; D3R DiscoveRx beta-arrestin cells, luminescence, 90 min; max activation, %; hit rate 0.58% among 410,000; in the data active = max activation above about 30%; also: 0% is about no effect; mostly tested at two doses, the higher about 12 µM
Target sequence (P35462 whole entry, looked up): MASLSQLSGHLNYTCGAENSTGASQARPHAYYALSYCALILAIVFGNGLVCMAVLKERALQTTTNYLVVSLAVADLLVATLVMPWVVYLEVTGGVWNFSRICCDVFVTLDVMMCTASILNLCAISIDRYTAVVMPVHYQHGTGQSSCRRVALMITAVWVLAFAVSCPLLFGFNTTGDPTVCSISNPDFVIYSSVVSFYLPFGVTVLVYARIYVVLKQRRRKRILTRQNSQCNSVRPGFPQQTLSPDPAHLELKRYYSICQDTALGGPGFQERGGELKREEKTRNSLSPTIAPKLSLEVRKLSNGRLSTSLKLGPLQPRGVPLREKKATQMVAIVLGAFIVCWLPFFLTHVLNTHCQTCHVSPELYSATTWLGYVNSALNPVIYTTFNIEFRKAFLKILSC
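Agonist-mode cell screen: cells plated at 1500/well and incubated overnight at 37 °C, then exposed to library compounds for 90 min at 37 °C. Detection reagent was added for 30–60 min at room temperature, and luminescence was read.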
IL-1B inflam inh: inhibitors of inflammasome signaling (IL-1 beta secretion); THP-1 LPS/ATP IL-1B secretion, AlphaLISA, 16 h; stronger effect = lower value; activity change, % at 57.5 µM; hit rate 4.7% among 360,000; in the data active = activity change below about -50%; inconclusive = mostly about -30% to -49%; also: % is scaled to controls: 0 for no effect and ±100 for the full control effect
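THP-1 cells pretreated 1 hr with compounds (up to 57.5 uM final), then stimulated with LPS (250 ng/mL final) plus ATP (1.25 mM final); secreted IL-1B measured by AlphaLISA after 16 hr, decreased signal indicating inhibition.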
HT1080 IDH1KD tx: kills HT-1080 cells with IDH1 knockdown. HT-1080 IDH1 knockdown viability, ATP luminescence, 48 h. AID 686971. Potency, µM (series often up to 46.1 µM), for the others: at the highest dose activity, negative = toxicity, actives largely listed as cytotoxic. hit rate 2% among 360,000;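 also: potency is read from the fitted curve at half-maximal effect; 0% = DMSO wells and -100% = cell-free medium wells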
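Cytotoxicity counter-line: IDH1KD HT-1080, 48 h, CellTiter-Glo. Curves classed by r2, magnitude and activity.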
KB-3-1 cytotox: KB-3-1 parental cell cytotoxicity; KB-3-1 viability, CellTiter-Glo ATP luminescence, 72 h; Potency, µM (highest dose often 46.1 µM), without a hit: at the highest dose activity change, negative = cytotoxic, usual class: cytotoxic; hit rate 1.4% among 400,000; AID 1347075; also: potency is read from the fitted curve at half-maximal effect; % is scaled to controls: 0 for no effect and ±100 for the full control effect; nearly all actives have a fitted effect of over 60% in size
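KB-3-1 parental drug-naive adenocarcinoma cells in DMEM/10% FBS, incubated 72 h at 37 C with pin-transferred compounds across a concentration series. Viability by CellTiter-Glo luminescence; concentration-response curves fitted after normalization.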
SW480 rerep: induces DNA re-replication in SW480 colon adenocarcinoma cells; SW480 DNA re-replication, Hoechst DNA content imaging, 48 h; Potency, µM (titrated, usually from 46.1 µM), for inactives: at the top dose re-replication activation, usual class: activators; hit rate 1.8% among 340,000; AID 624297; also: potency is read from the fitted curve at half-maximal effect; % of control where 0% means no effect; nearly all actives have a fitted effect of over 55% in size
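DNA re-replication was detected as more nuclei of elevated Hoechst intensity after 48 hr exposure to compound (23 nL pinned per well of 250 cells).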
KB-V1 MDR tox: KB-V1 MDR subline cytotoxicity. AID 1347076. hit rate 3.4% among 400,000. KB-V1 MDR cells viability, CellTiter-Glo, 72 h. Potency, µM (highest dose often 46.1 µM), for the others: top-dose activity change, negative = cytotoxicity, actives largely listed as cytotoxic; also: potency is read from the fitted curve at half-maximal effect; % is scaled to controls: 0 for no effect and ±100 for the full control effect; nearly all actives have a fitted effect of over 60% in size
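KB-V1 MDR subline cells in DMEM (phenol-red free, 10% FBS) exposed to compounds in qHTS concentration series for 72 h at 37 degrees C. Viability read by CellTiter-Glo luminescence; concentration-effect curves fitted after normalization and correction.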
MCF10A rereplic: DNA re-replication induction in MCF 10a cells. Potency, µM (highest dose often 46.1 µM), without a hit: at the highest dose activity, positive = re-replication, actives largely listed as activators. hit rate 2.9% among 350,000. MCF 10A DNA re-replication, Hoechst nuclear intensity, 48 h; also: potency is read from the fitted curve at half-maximal effect; % of control where 0% means no effect; nearly all actives have a fitted effect of over 50% in size
HEK293 tox: cytotoxic in the GLP-1 receptor inverse agonist counter-screen; HEK293 cAMP-luciferase reporter cells, luminescence, 24 h; Potency, µM (titrated, usually from 38.3 µM), for the others: at the top dose activity change, negative = inhibition, most hits filed as inhibitors; hit rate 0.13% among 410,000; AID 624418;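 also: loss of luciferase light is scored as toxicity; potency is read from the fitted curve at half-maximal effect; % is scaled to controls: 0 for no effect and ±100 for the full control effect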
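Luminescence readout: signal drop marks cytotoxicity. Plated cells grew 12 h at 37 °C, 5% CO2, received 23 nL compound for 24 h, then got luciferase reagent, read after 12 min at RT.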
The depositor's hits bear a star; ? = inconclusive; · = not tested or not shown; [ ] = remark or other dose. Unless noted, calls follow the shape of the dose curve; as a rule, active = well fitted curve in the direction sought with a large enough effect; inconclusive = small, poorly fitted or top-dose-only effect, or another doubt; inactive = no such curve, though single readings can be large; an effect the other way counts as inactive or inconclusive. An unsorted share of the library, and some 11% of all compounds hit somewhere here.

SMILES | HT1080NT lethal | DRD3 agonist | IL-1B inflam inh | HT1080 IDH1KD tx | KB-3-1 cytotox | SW480 rerep | KB-V1 MDR tox | MCF10A rereplic | HEK293 tox
CCCCc1c(O)nc(SCC(=O)N2CCOCC2)n(-c2ccc(OC)cc2)c1=O | 8% | 3 | -1 | 5% | -1% | -4% | 5% | -29% | 14%
Cc1cc(/C(N)=N/OC(=O)Nc2ccc(Cl)cc2)no1 | 1% | -13 | -5 | 1% | -1% | ? | 14% | -6% | 1%
CN1CCc2c(sc(NC(=O)c3ccc([N+](=O)[O-])o3)c2C(N)=O)C1 | 6.5µM* | -14 | -98* | 0.58µM* | ? | 1.5µM* | ? | ? | ?
Cc1ccc(S(=O)(=O)NCCn2nc(C)cc2C)cc1 | 2% | -1 | 3 | 4% | ? | -11% | 5% | -21% | -12%
CCc1nc2ccc(C(=O)Nc3ccc(OC)c(OC)c3)cn2c1N(C)Cc1cccs1 | 10% | 9 | -18 | 8% | 0% | · | 3% | · | -9%
CC(=O)c1cnc(SCC(=O)O)nc1C | 8% | 1 | -4 | 25% | 3% | -3% | 5% | -2% | -10%
O=C(OCC(=O)N1CCN(C(=O)COC(=O)c2ccc(O)cc2O)CC1)c1ccc(O)cc1O | 6% | -7 | 3 | 7% | 0% | -6% | 10% | 1% | -4%
CC(=O)NC(=S)Nc1ccc(NC(=O)COc2ccc(Cl)cc2)cc1 | -4% | -3 | -27 | -3% | 18% | -1% | -4% | 9% | 4%
COc1cccc(C(=O)NCC(=O)N2CCC3(CC2)NCCc2[nH]cnc23)c1OC | 12% | -1 | -1 | -1% | 5% | -7% | 23% | 7% | -5%
O=C1/C(=C\c2ccco2)SC(=S)N1c1ccccc1 | -1% | -1 | -13 | -27% | 0% | 4% | ? | 1% | ?

Taken from the entries so far, 4 compounds:
SMILES | HT1080NT lethal | DRD3 agonist | IL-1B inflam inh | HT1080 IDH1KD tx | KB-3-1 cytotox | SW480 rerep | KB-V1 MDR tox | MCF10A rereplic | HEK293 tox
O=C(OCC(=O)N1CCN(C(=O)COC(=O)c2ccc(O)cc2O)CC1)c1ccc(O)cc1O | 6% | -7 | 3 | 7% | 0% | -6% | 10% | 1% | -4%
CC(=O)NC(=S)Nc1ccc(NC(=O)COc2ccc(Cl)cc2)cc1 | -4% | -3 | -27 | -3% | 18% | -1% | -4% | 9% | 4%
COc1cccc(C(=O)NCC(=O)N2CCC3(CC2)NCCc2[nH]cnc23)c1OC | 12% | -1 | -1 | -1% | 5% | -7% | 23% | 7% | -5%
O=C1/C(=C\c2ccco2)SC(=S)N1c1ccccc1 | -1% | -1 | -13 | -27% | 0% | 4% | ? | 1% | ?

The list goes on:
SMILES | HT1080NT lethal | DRD3 agonist | IL-1B inflam inh | HT1080 IDH1KD tx | KB-3-1 cytotox | SW480 rerep | KB-V1 MDR tox | MCF10A rereplic | HEK293 tox
CCN(CC)S(=O)(=O)c1ccc2c(c1)N(CC(=O)NCC1CCCO1)C(=O)CO2 (configuration not stated) | 0% | 2 | 1 | 6% | 14% | 3% | ? | 1% | 5%
COCCN(C(=O)c1cc2c(s1)CCC2)c1c(N)n(CC(C)C)c(=O)[nH]c1=O | 6% | -6 | -13 | 10% | 4% | -4% | -5% | -2% | -18%
c1ccc(-c2nc(-c3ccccn3)nc(-c3ccccn3)n2)nc1 | ? | 18 | -14 | ? | -2% | -9%[9.22 µM] | ? | 3% | ?
Cc1c(Cl)cccc1NC(=O)c1cc(S(=O)(=O)N2CCOCC2)cn1C | 0% | 2 | 0 | 0% | 0% | 3% | -4% | 5% | 2%
C=CCn1c(SCC(=O)Nc2ccc3c(c2)OCO3)nnc1-c1ccccc1OC | -20% | -4 | -14 | -26% | -22% | -1% | -6% | -1% | -6%
CCCNC(=O)C1(C)CCN1C(=O)C1(c2ccccc2)CC1 (configuration not stated) | 21% | -4 | 0 | 20% | 0% | · | -2% | · | 5%
CC(=O)Nc1nc(C)c(C(C)(C)C)s1 | 18% | -1 | 6 | 3% | 14% | 2% | 20% | -10% | 0%
C[C@H](NC(=O)c1nc[nH]c1C(=O)N1CCNCC1)C(=O)OC(C)(C)C | 2% | 11 | 25 | 9% | 19% | 6%[9.22 µM] | 1% | 22% | -5%
O=C(NCCN1CCC(n2c(=O)[nH]c3ccccc32)CC1)N1c2ccccc2Sc2ccccc21 | -12% | -13 | -2 | -14% | ? | · | -50% | · | -17%
CCOc1cc(C2NC(=O)NC(O)(C(F)(F)F)C2C(=O)c2ccc(OC)cc2)ccc1O (configuration not stated) | 0% | 0 | -2 | 15% | 8% | -14% | -2% | 4% | -10%
COc1ccc(C2=C(O)C(C)N(c3ccccc3)C2=N)cc1OC (configuration not stated) | -22% | -7 | 45 | 6%[9.24 µM] | 13% | -1% | 18% | 4% | -10%
O=C1NC(c2cccs2)C(C(=O)c2ccccc2)C(O)(C(F)(F)F)N1 (configuration not stated) | -6% | 11 | 32 | 7% | 5% | -4% | 3% | 0% | -16%
CC(=O)NC(c1cccc(F)c1)c1nc(-c2cccs2)cs1 (configuration not stated) | 0% | -1 | ? | 1% | -7% | · | -16% | · | 2%
C=CCc1c(C)nc(-c2ccccc2)nc1N/N=C/c1ccccc1 | -1% | -5 | -14 | 0% | -2% | -66%[inhibitor] | 9% | ? | -18%
COC(=O)[C@@H]1[C@H](CCc2ccccc2)NC(=O)N(Cc2ccccc2)[C@@H]1C | 15% | -6 | 0 | 5% | 2% | -8%[9.22 µM] | -8% | 3% | 0%
Cc1nnc2sc(SCc3ccc(Br)cc3)nn2c1=O | 9% | -1 | 15 | 3% | 13% | -3% | 2% | -3% | 7%
Cc1nc(N)nc(Cl)c1Cc1ccc(Cl)cc1 | -6% | -2 | -9 | 15% | -1% | 187% | 5% | -13% | 4%
COc1cc(C(=O)N2C[C@H]3CON(C)[C@H]3C[C@H]2c2ccc(N3CCCCC3)cc2)cc(OC)c1OC | 30% | 4 | -22 | 11% | 0% | · | 9% | · | 2%
CN(c1ccccc1)S(=O)(=O)c1ccc(NC(=O)c2cccs2)cc1 | -8% | 1 | -60* | ? | -1% | -3% | ? | ? | 6%
CCOC(=O)c1[nH]c2ccc(OC)cc2c1NC(=O)CCN1CCCC(C)C1 (configuration not stated) | 4% | -1 | 0 | 10% | -1% | 4% | 0% | 1% | -6%
COC(=O)c1sc2cnccc2c1N | -8% | 11 | -3 | ? | 2% | ? | ? | 18% | 143%[activator]
COc1ccc(C(CNC(=O)Cc2cc(OC)c(OC)c(OC)c2)N2CCCC2)cc1 (configuration not stated) | 13% | 6 | -5 | 5% | 17% | 1% | -27% | -2% | 3%
Cc1ccc(-c2cn3cccnc3n2)cc1 | 3% | 1 | -24 | -1% | -6% | -9% | -16% | 19% | 9%
COc1ccc2nc(C)cc(Nc3ccc(C(=O)O)cc3)c2c1 | 6% | -8 | 1 | 10% | 1% | ? | 0% | -2% | -5%
c1ccc2cc(CCCc3cc4ccccc4cn3)ncc2c1 | 0% | 6 | 0 | -21% | 1% | -2% | 1% | 14% | -6%
Cc1ccc2nc(SCC(=O)NCCc3ccccc3)nc(=O)n2c1 | 7% | 5 | -8 | 10% | 5% | -3% | -5% | 1% | 0%
CCn1c(NC(=O)c2ccc(F)cc2)c2ccccc2nc1=O | 2% | 2 | -10 | 1% | ? | -11% | 10µM* | 23% | 1%
CC(=O)c1cccc(NC(=O)CCS(=O)(=O)c2cccc3nonc23)c1 | 3% | -2 | 7 | 8% | 17% | -9% | 1% | -1% | 5%
Cc1cc(C)nc(SCC(=O)NCC2COc3ccccc3O2)n1 (configuration not stated) | 1% | 5 | 0 | -1% | 4% | -3% | -23% | 8% | -7%
O=C(NCCCc1ccncc1)C1CCC(=O)N(Cc2cccc(C(F)(F)F)c2)C1 (configuration not stated) | 9% | -6 | 0 | 6% | 1% | -2% | 21% | 3% | 1%
COC(=O)Cc1c(O)ccn(CCc2c[nH]c3ccccc23)c1=O | 1% | 0 | 5 | 11% | 7% | 2% | 0% | -2% | 5%
O=C(c1cccc2ccccc12)C1CCCN(C(=O)CCCn2cncn2)C1 (configuration not stated) | -3% | -11 | -2 | -10% | -26% | -1% | ? | -24% | 0%
O=C1NC(=S)S/C1=C\c1ccc2ccccc2c1 | 0% | -2 | -3 | -2% | -10% | 0% | -4% | -1% | 14%
COc1ccc2c(c1)c(=O)oc1cc(OC(C(=O)O)c3ccccc3)ccc12 (configuration not stated) | -2% | -36 | -17 | -9% | -2% | -4% | -3% | 16% | -2%
CC1=C(C(=O)N(C(C)C)C(C)C)CC(CC(=O)NCCCN(C)C)C(=O)N1CCC1=CCCCC1 (configuration not stated) | 4% | -5 | · | 8% | 0% | · | 13% | · | 2%
CC(C)(C)S(=O)(=O)c1cnc2c(-c3ccc(F)cc3)cnn2c1N | 4% | 1 | 15 | 1% | 1% | 0% | 13% | 13% | 6%
CCOC(=O)c1c(NC(=O)COC(=O)c2ccc([N+](=O)[O-])cc2)sc(C(=O)N(C)C)c1C | 8% | 4 | -5 | 1% | 24% | 1% | 2% | 10% | 3%
CCC(Sc1ccc2nnc(-c3ccc(F)cc3)n2n1)C(=O)O (configuration not stated) | -1% | -5 | -1 | -10% | -1% | -5% | 29% | -19% | 8%
CCN1CCC(N(Cc2ccc3c(c2)OCO3)C(=O)Nc2cc(Cl)ccc2C(=O)OC)CC1 | · | -26 | · | · | 16µM* | · | ? | · | ?
CCOC(=O)N1CCN(C(=O)c2ccccc2NC(=O)c2ccc(Br)cc2)CC1 | 18% | -7 | -1 | 7% | 19% | -1% | 12% | -6% | -1%
Cc1csc(N/N=C/c2ccc([N+](=O)[O-])cc2)n1 | ? | 2 | -10 | ? | -3% | 1% | 9% | 1% | -14%
Cc1ccc(NC(=O)Nc2ccccc2C(N)=O)cc1 | -1% | 1 | 0 | 21% | -2% | -22% | 5% | -1% | 2%
O=C(c1ccco1)N1CCN(c2ncnc3c(-c4ccccc4)nsc23)CC1 | 2% | 10 | -7 | 2% | -5% | -1% | ? | ? | 0%

Source: PubChem
